Bioassay records from PubChem.
NOD2 inhibition: NOD2 signaling inhibitors, cell-based, luminescence, uHTS, HEK293 (AID 1566); 290,000 compounds, 0.63% hits; inhibition, % at 4 µM, or EC50 in µM where a hit was titrated; HEK293 NOD2/NF-kB luciferase reporter, luminescence; higher % means a stronger effect; also: many of its hits are not listed in these tables
Lipid droplet: inhibitors of hepatocyte lipid droplet formation, primary screen, imaging, high-throughput imaging, BODIPY stain. AML12 mouse hepatocytes, oleate lipid droplets. inhibition, % at 6.5 µM. 240,000 compounds, 0.4% hits. AID 1656, 2009;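 active = lipid droplet intensity inhibited by at least 50%, with more than 500 cells counted; inconclusive = wells with under 300 cells, treated as cytotoxic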
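System: AML12 hepatocytes (mouse). Probe or stimulus: oleic acid at 100 µM to induce lipid droplet formation. Times: overnight treatment with compound plus oleate. Detection: Image-based BODIPY and DAPI two-channel analysis. Evaluation: percent inhibition of filter-corrected integrated lipid droplet intensity per well.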
M1AAP inhibition: P. falciparum M1AAP inhibitors, biochemical, fluorogenic H-Leu-NHMec substrate, 1536-well (AID 1445) | one-dose inhibition, % at 30 µM; IC50 in µM for titrated hits | Aminopeptidase N (Plasmodium falciparum (isolate 3D7)) | 220,000 compounds, 0.42% hits | recombinant M1AAP, H-Leu-NHMec fluorogenic kinetic assay; higher % means a stronger effect;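 active = primary inhibition above the hit cutoff, then over 50% inhibition at one or more dose response concentrations, cut at about 23% in these data, passing the limit was not always enough; inconclusive = conflicting primary data, or primary hits not chosen for dose response; inactive = low primary inhibition, or under 50% at every dose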;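 also: plate controls were DMSO full reaction for no effect and no enzyme background for full effect; strong numbers were not always called active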
P. falciparum M17LAP: P. falciparum M17LAP inhibitors, primary screen, biochemical, fluorogenic H-Leu-NHMec substrate, 1536-well (AID 1619). Leucine aminopeptidase (Plasmodium falciparum (isolate 3D7)). 220,000 compounds, 0.38% hits. one-dose inhibition, % at 30 µM; IC50 in µM for titrated hits. recombinant M17LAP, H-Leu-NHMec fluorogenic kinetic assay; higher % means a stronger effect;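 active = compound inhibiting the enzyme by more than half at any dose during confirmatory dose-response retesting; inconclusive = strong single-dose inhibitors picked by rank but not retested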;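 also: plate controls were full reaction with DMSO carrier for no effect and no enzyme background for full effect; strong numbers were not always called active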
AID2073: inhibitors of Mint1-CaV2.2 protein interaction, biochemical, HTRF (AID 2073); 290,000 compounds, 0.19% hits; HTRF protein-protein interaction, Mint1-CaV2.2; higher % means a stronger effect; Voltage-dependent N-type calcium channel subunit alpha-1B (Homo sapiens); one-dose inhibition, % at 20 µM; IC50 in µM for titrated hits; in the data active = inhibition mostly above about 51%, no sharp cut-off; inconclusive = no clear call, values can overlap the other calls; inactive = mostly below about 53%; also: some results filed as inactive read as strong as hits
LYP inhibition: inhibitors of LYP phosphatase, biochemical, fluorescence intensity, uHTS (AID 1779). Tyrosine-protein phosphatase non-receptor type 22 (Homo sapiens). recombinant LYP phosphatase, fluorescence intensity; higher % means a stronger effect. one-dose inhibition, % at 11.5 µM; IC50 in µM for titrated hits. 290,000 compounds, 0.054% hits;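 also: plate controls were vehicle with enzyme for no effect and no enzyme for full effect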
CSM14.1 death rescue: rescue of cells from ER stress-induced death, primary screen, 384-well, CSM14.1, thapsigargin, ATP luminescence (AID 1222); CSM14.1 thapsigargin-induced death rescue, ATP luminescence; higher % means a stronger effect; cellular ATP content (survival), % at 20 µM; hits with a dose series show EC50 in µM; 190,000 tested, under 10 active;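 active = EC50 below 50 µM in the dose-response confirmation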;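 also: death triggered by thapsigargin at about 15 µM added after 2 h compound pretreatment; cell ATP read after overnight thapsigargin exposure of roughly 18 to 22 hours; normalized against plate controls of thapsigargin alone and 5% DMSO vehicle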
SIAH1 antagonists: Siah-1 peptide-binding antagonists, primary screen, biochemical, fluorescence polarization, rhodamine-plectin, uHTS (AID 1817); E3 ubiquitin-protein ligase SIAH1 (Homo sapiens); displacement, % at 20 µM, or IC50 in µM where a hit was titrated; 290,000 compounds, 0.02% hits; Siah-1 / rhodamine-plectin peptide fluorescence polarization; higher % means a stronger effect;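 active = displacement of at least 50% at 20 µM, with a fluorescence ratio check between 0.3 and a set limit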;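 also: plate controls were Siah plus tracer with DMSO for no effect and tracer alone without Siah for full effect; strong numbers were not always called active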
XIAP displacement: XIAP antagonists, biochemical, IAP family, fluorescence polarization (AID 1018); 200,000 compounds, 0.007% hits; XIAP BIR domain, fluorescence polarization peptide displacement; higher % means a stronger effect; one-dose displacement, % at 20 µM; IC50 in µM for titrated hits; E3 ubiquitin-protein ligase XIAP (Homo sapiens); in the data active = displacement above about 50%; also: a part of the inactive calls stands beside numbers as strong as those of hits
Lipid droplet cells 6.5 µM: further read-out of Lipid droplet, marked with its call; cell count; measured here: cell count, cytotoxicity flag;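 cells counted across two imaged fields per well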
* = called active by the depositor; u = inconclusive; x = not tested or not shown; & = joins results of further samples. Rule as the data show it, unless noted: active = inhibition above about 50%; inactive = the rest. The list is partial (hit frequency here may not be typical).

SMILES | NOD2 inhibition | Lipid droplet | Lipid droplet cells 6.5 µM | M1AAP inhibition | P. falciparum M17LAP | AID2073 | LYP inhibition | CSM14.1 death rescue | SIAH1 antagonists | XIAP displacement
O=[N+]([O-])c1ccc(Cl)c(/C=N/N2CCN(C3c4ccccc4-c4ccccc43)CC2)c1 | 5% | x | x | -1% | -9% | u | -4% | 3.1% | -1% | -5.3%
Cn1cc(S(=O)(=O)N2CCCC2)cc1C(=O)NCc1ccc(F)cc1 | 15% | -1 | 652 | x | x | 0% | -10% | x | -3% | x
C[C@@H]1CC=C[C@H]2[C@H]1C(=O)N(Cc1ccccc1)[C@H]2c1ccoc1 | 17% | -2 | 653 | 6% | 4% | 8% | -6% | x | 18% | x
O=S(=O)(c1ccccc1S(=O)(=O)N1CCCCC1)N1CCCCC1 | 12% | x | x | u | -5% | -3% | -6% | -1.1% | 3% | -6.4%
COc1ccc(CCNC(=O)c2ccc(NS(=O)(=O)c3c(C)noc3C)cc2)cc1OC | 14% | x | x | 7% | 15% | -8% | -7% | 0.2% | 1% | -3.4%
Clc1ccc(-c2noc(CN3CCN(c4ccccc4)CC3)n2)cc1 | 12% | 1 | 693 | 4% | 4% | -3% | 2% | x | 0% | -5.7%
O=C(CCc1nc2cccnc2n1Cc1ccccc1)N1CCOCC1 | 8% | 0 | 753 | 4% | 6% | -4% | -2% | 0.1% | 1% | -0.9%
Cc1nccn1CC(O)COC1CCCCC1 (stereo unspecified) | 13% | 4 | 738 | 4% | 8% | 4% | 0% | -0.7% | 4% | -2.5%
O=c1c2ccccc2[nH]c(=S)n1Cc1ccc2c(c1)OCO2 | -14% | 3 | 716 | 3% | -9% | 41% | -6% | -1.1% | 16% | -10%
CCNC(=S)Nc1ccc(OCc2nc3ccccc3s2)cc1 | -26% | -3 | 816 | x | x | 21% | -7% | x | 10% | x
Cc1ccc(C(=O)N/C(=C/c2cccnc2)C(=O)N2CCCCCC2)cc1 | -1% | 4 | 698 | x | x | 1% | -5% | x | 4% | x
CCOc1ccc2nc(NCCCNS(=O)(=O)c3ccc(C)cc3)c(C#N)cc2c1 | 23% | 36 | 756 | -7% | 0% | -8% | -7% | -1.9% | -1% | 0.1%

Some of these compounds in order of the SIAH1 antagonists value, ascending.
mol	SIAH1 antagonists
CCOc1ccc2nc(NCCCNS(=O)(=O)c3ccc(C)cc3)c(C#N)cc2c1	-1%
COc1ccc(CCNC(=O)c2ccc(NS(=O)(=O)c3c(C)noc3C)cc2)cc1OC	1%
Cc1nccn1CC(O)COC1CCCCC1 (stereo unspecified)	4%

Going on with the list:
SMILES | NOD2 inhibition | Lipid droplet | Lipid droplet cells 6.5 µM | M1AAP inhibition | P. falciparum M17LAP | AID2073 | LYP inhibition | CSM14.1 death rescue | SIAH1 antagonists | XIAP displacement
COc1ccc(CNc2ncnc3cc(Cl)ccc23)cc1OC | 34% | -8 | 653 | 3% | 22% | 6% | -8% | 2.4% | 1% | -4.4%
CC1(C)CC(=O)C2=C(C1)OC(N)=C(C#N)C21C(=O)N(Cc2ccccc2Cl)c2ccccc21 (stereo unspecified) | -93% | -4 | 792 | 1% | 12% | -5% | -4% | -0.7% | 3% | -3.8%
COCCN(C(=O)c1ccccc1OC)c1nnc(C)s1 | -3% | 0 | 754 | 1% | -8% | -1% | -12% | 0.3% | -2% | -4.7%
COC(=O)c1cc2c(=O)c3ccccc3oc2nc1C | -80% | -10 | 814 | x | x | 8% | -4% | x | 1% | x
Cc1cccc(C)c1N1CCN(S(=O)(=O)N2CCOCC2)CC1 | -11% | 8 | 802 | 3% | 2% | -11% | -6% | -0.7% | 1% | -0.4%
CCc1c(C)sc(NC(=O)c2cc(-c3ccco3)on2)c1C#N | -1% | x | x | -9% | -6% | -12% | 4% | 0.4% | -1% | 1.0%
COC(=O)CCCCCN1C(=O)NC(c2ccc(-c3ccccc3)cc2)C(C(=O)OCc2ccccc2)=C1C (stereo unspecified) | 3% | -2 | 807 | 1% | 8% | 6% | 9% | -3.6% | -8% | -19%
CCOc1ccc(OCC)c(NC(=O)CN2CCN(c3cccc(C)c3)CC2)c1 | 17% | -5 | 704 | 0% | 9% | -1% | -2% | -1.4% | 6% | -2.2%
O=[N+]([O-])c1ccccc1/C=N/N1CCN(c2ccccn2)CC1 | -5% | x | x | 4% | -1% | u | -4% | -0.4% | 3% | 1.4%
CCC(=O)c1ccc(OCc2ccc(C(=O)OC)cc2)cc1 | -127% | 17 | 769 | 7% | 4% | 3% | -3% | 1.3% | -8% | -6.2%
CSc1nc(Oc2ccc(F)cc2)c2ccccc2n1 | -4% | x | x | 1% | -11% | 12% | -7% | -1.0% | 2% | -5.6%
COc1cccc(CNC(=O)C(=O)NCC2OCCCN2S(=O)(=O)c2cc(C)ccc2C)c1 (stereo unspecified) | 6% | 8 | 675 | x | x | 8% | -7% | x | 4% | x
O=[N+]([O-])c1ccc(S(=O)(=O)N2CCN=C2SCc2ccc(F)cc2)cc1 | 4% | 4 | 677 | x | x | 6% | -6% | x | 9% | x
O=C(O)c1ccccc1C(=O)NCCc1c(C(=O)O)[nH]c2ccc(Cl)cc12 | -10% | -8 | 664 | 5% | 11% | 16% | -8% | x | 1% | x
C(=C\c1ccccc1)/C=N/Nc1nncc(-c2ccccc2)n1 | -10% | -16 | 427 | 0% | 0% | -3% | -6% | -0.1% | -9% | 0.3%
CCOC(=O)C1CCN(c2c(NCc3ccc(C(=O)N(C)Cc4ccccc4)cc3)c(=O)c2=O)CC1 | -2% | -64 | 719 | 7% | 6% | 2% | -2% | -2.1% | 5% | -6.3%
Cc1ccc(NS(=O)(=O)c2ccc3c(c2)N(C)CCO3)cc1 | 15% | -16 | 600 | x | x | 12% | -8% | x | -1% | x
CCNc1nc(NC(C)C)nc(NS(=O)(=O)c2ccc(Cl)cc2)n1 | 6% | x | x | 9% | -13% | 1% | 1% | 1.1% | 2% | -2.8%
CCOc1ccc(CN2CCN(Cc3ccon3)CC2CCO)cc1 (stereo unspecified) | -18% | -5 | 724 | 2% | 4% | -3% | -8% | -0.2% | 3% | -7.3%
CC(=O)Nc1ccc2nc(SCC(=O)NCCOc3ccccc3)sc2c1 | -12% | -25 | 784 | 1% | -2% | 1% | -5% | -0.4% | -4% | -7.5%
O=C(/C=C/c1ccc2c(c1)OCO2)NCc1ccncc1 | -12% | 3 | 690 | 2% | 10% | 7% | 1% | x | 4% | x
CCOc1ccc2nc3cc(NCc4ccc(OC)cc4)ccc3c(N)c2c1 | 31% | -5 | 755 | x | x | 39% | -16% | x | -2% | x
CC(=O)Nc1ccc(S(=O)(=O)N2CCN(C(=O)CCC3CCCC3)CC2)cc1 | 13% | -12 | 706 | 2% | -11% | 5% | -11% | -0.9% | 2% | -6.6%
COc1ccc(-c2n[nH]c(=S)n2-c2ccc(C)cc2)cc1 | -1% | 3 | 665 | 5% | 11% | -15% | 2% | x | 2% | x
COc1ccc(C(=S)N2CCN(c3cccc(Cl)c3)CC2)cc1 | 19%&-7% | 5&-27 | 629&693 | 3%&5% | 22%&7% | -12%&-14% | 0%&-1% | x | 12%&4% | x
CC(C)(C)[C@H]1CCC(=O)N([C@H](CC#N)Cc2ccccc2)CC1 | 9% | x | x | x | x | 8% | -10% | x | -2% | x
Cc1ccccc1NC(=O)CN(C)S(=O)(=O)c1cccs1 | 14% | 0 | 811 | x | x | -3% | -10% | x | -2% | x
C(=N\Nc1nn2cnnc2c2ccccc12)/c1ccco1 | 8% | 22 | 754 | 5% | 36% | 9% | -6% | -1.8% | -6% | -8.7%
CCOC(=O)C1=C(CNC(C)(C)CC(C)(C)C)NC(=O)NC1c1cccc([N+](=O)[O-])c1 (stereo unspecified) | -4% | 1 | 708 | 2% | 61% | 0% | -6% | -0.5% | 3% | -7.4%
CCOC(=O)C1=C(COC(=O)/C=C/c2cc(OC)c(OC)c(OC)c2)NC(=O)NC1C (stereo unspecified) | 26% | 24 | 709 | x | x | 0% | -3% | x | 11% | x
COc1ccccc1CNC(=O)CN(C)S(=O)(=O)c1ccc(Br)s1 | 18% | -3 | 823 | x | x | 1% | -7% | x | 4% | x
Cc1nnsc1C(=O)NC1CCCc2c1cnn2-c1ccccc1F (stereo unspecified) | 51%* | 10 | 738 | x | x | -6% | -6% | x | 7% | x
COc1ncnc2sc(-c3ccccc3)cc12 | -38% | x | x | 12% | 6% | 3% | -12% | -1.5% | -1% | -2.8%

Reprinted from the listing, nine compounds:
SMILES | NOD2 inhibition | Lipid droplet | Lipid droplet cells 6.5 µM | M1AAP inhibition | P. falciparum M17LAP | AID2073 | LYP inhibition | CSM14.1 death rescue | SIAH1 antagonists | XIAP displacement
COc1ccc(C(=S)N2CCN(c3cccc(Cl)c3)CC2)cc1 | 19%&-7% | 5&-27 | 629&693 | 3%&5% | 22%&7% | -12%&-14% | 0%&-1% | x | 12%&4% | x
CC(C)(C)[C@H]1CCC(=O)N([C@H](CC#N)Cc2ccccc2)CC1 | 9% | x | x | x | x | 8% | -10% | x | -2% | x
Cc1ccccc1NC(=O)CN(C)S(=O)(=O)c1cccs1 | 14% | 0 | 811 | x | x | -3% | -10% | x | -2% | x
C(=N\Nc1nn2cnnc2c2ccccc12)/c1ccco1 | 8% | 22 | 754 | 5% | 36% | 9% | -6% | -1.8% | -6% | -8.7%
CCOC(=O)C1=C(CNC(C)(C)CC(C)(C)C)NC(=O)NC1c1cccc([N+](=O)[O-])c1 (stereo unspecified) | -4% | 1 | 708 | 2% | 61% | 0% | -6% | -0.5% | 3% | -7.4%
CCOC(=O)C1=C(COC(=O)/C=C/c2cc(OC)c(OC)c(OC)c2)NC(=O)NC1C (stereo unspecified) | 26% | 24 | 709 | x | x | 0% | -3% | x | 11% | x
COc1ccccc1CNC(=O)CN(C)S(=O)(=O)c1ccc(Br)s1 | 18% | -3 | 823 | x | x | 1% | -7% | x | 4% | x
Cc1nnsc1C(=O)NC1CCCc2c1cnn2-c1ccccc1F (stereo unspecified) | 51%* | 10 | 738 | x | x | -6% | -6% | x | 7% | x
COc1ncnc2sc(-c3ccccc3)cc12 | -38% | x | x | 12% | 6% | 3% | -12% | -1.5% | -1% | -2.8%
